Source: PubChem
Pf Dd2 growth = blocks in vitro growth of P. falciparum Dd2; P. falciparum Dd2 growth, SYBR Green, 72 h; Potency, µM (doses to about 28.9 µM), for inactives: at the top dose activity, negative = inhibition, most hits filed as inhibitors; 4.3% of 120,000 active; AID 1347417; active means well fitted inhibition curve with a large enough effect; inconclusive means small, poorly fitted or top-dose-only effect; inactive means no such curve, though single readings can be large or run the other way;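 further: plate controls were DMSO vehicle for no effect and reference drug for full effect; nearly all actives have a fitted effect of over 65% in size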
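Readout: SYBR Green fluorescence, 485 nm excitation, 535 nm emission, after ~16 h lysis at 37C. Before that, Dd2-infected red cells (2.5% hematocrit) grew 72 h with compound, 29 uM top final concentration.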
* marks the source's active call; other numbers are inactive results; i = inactive; ? = inconclusive; [ ] = another dose, or the depositor's remark. Potency means the concentration at half of the fitted maximal effect. Not all compounds are listed; the hit share may differ from the screen's.

SMILES	Pf Dd2 growth
O=C(CSc1ncccc1C(=O)Oc1ccccc1Cl)Nc1ccccc1Cl	?
CNC(=O)CC1C(=O)NCCN1CC(=O)Nc1cc(OC)cc(OC)c1 (stereo not drawn)	-13.3%
COc1ccc(CNc2nc(-c3ccco3)nn2S(=O)(=O)c2ccc3ccccc3c2)cc1OC	?
CN(C)CCNC(=O)c1cc(-c2ccc(F)cc2)cc2ncn(C)c12	i
CCc1ccccc1NC(=O)CSc1nnc(-c2ccccc2)c(-c2ccccc2)n1	i
COc1ccc(Cl)cc1NC(=O)Cn1c(N2CCC(C)CC2)nc(C)cc1=O	-1.5%
O=C1NCc2ccccc2CC12CCCN(Cc1ccc(F)cc1)C2 (stereo not drawn)	-24.6%
COCCN1C(=O)c2ccccc2C(C(=O)Nc2ccc(C(N)=O)cc2)C12CCCCC2 (stereo not drawn)	-4.6%
COCCNC(=O)C1CCN(C(=O)c2nnn3c2COC(c2ccc(C)cc2)C3)CC1 (stereo not drawn)	i
O=C1COCC2(CN1Cc1cccc(OC(F)(F)F)c1)CN(C(=O)C1CCOCC1)C2	-22.0%
CCOC(=O)c1c(NC(=O)/C=C/c2ccc(C(C)C)cc2)sc2c1CCC2	46.1%[activator]
COc1cccc(C(=O)Nc2cc3cc(OC)ccc3oc2=O)c1	17.7%
O=C(CSc1nc(-c2ccc(Cl)cc2)nc2c1Cc1ccccc1O2)N1CCCCC1	32.9%[activator]
COc1cc2c(cc1Oc1ccccc1)NC(=O)C21CCN(c2ccnc(C)n2)CC1	?
CC1=C(C(=O)Nc2ccc(C)cc2C)C(c2cccn2C)n2ncnc2N1 (stereo not drawn)	10.2%
O=c1cc(-c2cccnc2)oc2c(NCC3CCOCC3)nccc12	?
COc1ccc(C2CC(=O)c3cc(-c4nc(-c5cccc([N+](=O)[O-])c5)cs4)c(=O)n(-c4ccc(C)c(C)c4)c3C2)cc1 (stereo not drawn)	-14.0%
Cc1ccccc1-n1c(SCC(=O)Nc2ccc(Cl)cc2F)nnc1-c1cc2occc2n1C	i
CS(=O)(=O)N(C1CC1)C1CCOC2(CCN(C(=O)COc3ccccc3)CC2)C1 (stereo not drawn)	i
CN(C)Cc1ccccc1-c1ccc2n(c1=O)C[C@H]1C[C@@H]2CN(C(=O)C2CCCCC2)C1	-3.6%[44.1 µM]
O=C(CN1C(=O)NC2(CCCCC2)C1=O)Nc1ccc(Cl)cc1	-20.9%
CSc1ccc(-c2ccc3c(c2)C(=O)N2CCN(C(=O)CCC(=O)O)C[C@H]2C(=O)N3)cc1	42.0%
Cn1nc(C2CCN(C(=O)c3ccc(C(F)(F)F)cc3)CC2)[nH]c1=O	-13.0%
CCC(NC(=O)c1cc(COc2ccccc2F)[nH]n1)c1ccncc1 (stereo not drawn)	?
CCOC(=O)c1c(NC(=O)c2cc(-c3ccc(Cl)cc3)on2)sc2c1CCCC2	i
Cc1cc2oc(C(=O)Nc3nc(-c4ccccc4)ns3)c(C)c2cc1Cl	3.7%
COc1cccc(CN2C(=O)OC3(CCN(Cc4ccncc4)CC3)C2(C)c2cccnc2)c1 (stereo not drawn)	-8.6%
CC1=NS(=O)(=O)N(C)C=C1C(=O)OCc1noc(-c2ccccc2C)n1	21.1%
CCNC(=O)O[C@@H]1CC[C@]2(C)C(CC[C@@H](O)[C@H]2CC(=O)NCc2ccc(F)cc2)[C@]1(C)CO (stereo partly drawn)	-5.3%
COc1ccc(C(=O)N2CCC(c3nn(C)c(=O)[nH]3)CC2)cc1	4.5%[44.1 µM]
CC(C)(C)c1coc([C@@H]2COCCN2Cc2cccc(C#N)c2)n1	i
CN1C(=O)CC[C@]2(C(=O)NCc3ccccc3F)CCCC[C@@H]12	-15.0%
COc1ccc(N2CCN(C(=O)Nc3cn(CC(C)C)c(=O)c4ccccc34)CC2)cc1	-6.5%
CCCC(=O)N1Cc2ccccc2CC2(CCCN(Cc3ccccc3)C2)C1 (stereo not drawn)	?
O=C(Cc1cccc(F)c1)N1CCC2(CC1)CC(N(Cc1ccccc1)C1CC1)CCO2 (stereo not drawn)	?
Cc1ccn2c(C(=O)NCC3CCN(c4cnn(C)c(=O)c4)C3)nnc2n1 (stereo not drawn)	2.1%
Cc1ccc(C(=O)N2CCC3(CCC(=O)N(CC4CC4)CC3)CC2)cc1F	?
COc1cccc(NC(=O)CCc2nc(-c3cccs3)no2)c1	7.0%
Cc1cc(C(=O)N[C@H]2[C@H](O)[C@H](O)C[C@@H]2c2cccnc2)no1	18.1%[44.1 µM]
CCOC(=O)c1cc2c(=O)n3ccccc3nc2n(Cc2ccco2)c1=NC(=O)c1cc(C)cc(C)c1	?
CN(C)C(=O)c1ccc(OC2CCN(C(=O)c3ccccc3F)CC2)nc1	53.3%[activator]
COc1ccc2c(c1)C1(CCN(C(=O)NC3CCCCC3)C1)C(=O)N2 (stereo not drawn)	?
CNC(=O)N1CCC(C2CCN(C(=O)NCc3cccc(OC)c3)C2)CC1 (stereo not drawn)	-23.0%
CCc1ccc(C(=O)c2cn(CC(=O)Nc3cc(OC)ccc3OC)c3ccc(C)cc3c2=O)cc1	10µM*
CCc1ccc(N2CC(c3noc(-c4ccc(OC)nc4OC)n3)CC2=O)cc1 (stereo not drawn)	17.5%
Cc1ccccc1C(=O)c1cccn1CC(=O)NCc1ccccc1	19.2%
CCOC(=O)c1scc(-c2ccc(C)cc2)c1S(=O)(=O)Nc1ccc(OC)c(Cl)c1	?
Cc1ccccc1NC(=O)c1cnc2c(c1)N(C(=O)Cc1ccc(C(C)C)cc1)CCC2	?
Cc1nc(C(C)C)cc(N2CCN(c3ccccc3O)CC2)n1	?
c1ccc(-c2nc3ncccc3[nH]2)cc1	?
COc1ccc(Nc2cc(C)c3cc(NC(=O)c4ccccc4Cl)ccc3n2)cc1	?
CN1C[C@@H](NC(=O)COc2ccccc2)C[C@H]1c1nc(-c2ccc3c(c2)OCO3)no1	?
CC(=O)N1CCC(N2CCC[C@H]2c2nc(-c3ccc(-n4ccnc4)nc3)no2)CC1	-21.4%[44.1 µM]
O=C(NCc1ccc(F)cc1)C1COC2(CCN(C(=O)c3ccco3)CC2)N1C(=O)c1ccccc1 (stereo not drawn)	i
COc1ccc(S(=O)(=O)N2CCC(n3cnnc3-c3ccccc3)CC2)cc1Cl	?
Cc1oc2ccc(O)c(CN3CCN(Cc4ccccc4)CC3)c2c1C(=O)Nc1cccc(Cl)c1C	0.562µM*
COc1ccc(-c2noc(Nc3cc(C)cc(C)c3)n2)cc1	?
CC1(C)OC(=O)N(CC(=O)N2CCC(Cc3noc(C4CC4)n3)CC2)C1=O	15.1%
Cc1ccc(-c2nc(C(=O)N3CCN(c4cccc(C)c4)CC3)no2)cc1	61.6%[activator]
CC(=O)c1ccc(NC(=O)O[C@@H]2CO[C@H]3[C@@H]2OC[C@@H]3n2cc(-c3ccccc3)nn2)cc1	i
Later entries
SMILES	Pf Dd2 growth
COC(=O)[C@@H]1Cc2c([nH]c3ccccc23)[C@H]2C[C@@H](NCCCn3ccnc3)C[C@@H](c3ccccc3F)N21	?
Cc1ccc(-c2nc(C(=O)NCc3cc(F)cc(F)c3)no2)cc1	21.9%
COc1ccc(N2CC(C(=O)NCCN3CCOC3=O)CC2=O)cc1Cl (stereo not drawn)	-13.1%
CCc1nc2c(c(-c3ccc(OC)cc3)n1)CCN(Cc1ccc(C(F)(F)F)cc1)CC2	11.2µM*
Cc1cccc(NC(=O)c2ccc(F)c(S(=O)(=O)N(C)C3CCCCC3)c2)c1	?
CCOc1ccc(CCNC(=O)CN2CCN(Cc3ccc(Cl)cc3)C2=O)cc1OCC	-0.4%
COc1cccc(C(=O)N2CCC3(CCNCC3)CC2)c1C	-0.7%
COc1ccc(-c2onc(C)c2C(=O)NCc2cccc(OC)c2)cc1	-15.4%
CC1=C[C@@H](CNCc2ccc(C#N)cc2)[C@H](C(C)C)C[C@H]1Cc1nnc(C(C)(C)C)o1	?
CC(=O)N1CCC(C(=O)N2CCCCCCNC(=O)[C@@H]3CCCC[C@@H]32)CC1	-11.5%
O=[S+]1([O-])NCC2(CCCN(CC3CC3)C2)Nc2ccccc21 (stereo not drawn)	?
Cc1noc(C)c1CC(=O)NCCc1noc(-c2ccccc2)n1	-7.2%
Cc1nc2ccc(C(=O)N3C[C@@H]4CCN(C)C[C@]4(C(=O)O)C3)cc2s1	19.7%
CCOc1ccccc1C(=O)N1CC[C@@H]2CN(S(C)(=O)=O)[C@@H]2C1	i
COc1ccc(-c2noc(NCCN(C)C3CCCCC3)n2)cc1	?
COc1cccc(CNc2ncnc3c2nnn3C)c1	1.2%
CCc1ccc(C(=O)c2cn(CC(=O)Nc3ccc4c(c3)OCO4)c3ccc(CC)cc3c2=O)cc1	i
CCc1ccc(-n2nc(CO)c(C(=O)NCCCc3ccccc3)n2)cc1	11.9%
COCCNC(=O)[C@@H]1Cc2cn(Cc3nccn3C)c3cccc(c23)[C@H](CC(C)C)N1	?
CCOC(=O)N1CCC(COc2ccc3c(cnn3CCC(=O)O)c2)CC1	i
COc1ccc(C(=O)N2CCC(c3n[nH]c(=O)n3-c3ccc(C)cc3)CC2)c(OC)n1	-3.2%
O=C1CC(c2nc(-c3cccc(Cl)c3)no2)CN1c1ccc2c(c1)OCCO2 (stereo not drawn)	19.9%
CC1CCC(NC(=O)c2cc3n(n2)CC(c2ccc(Cl)cc2)OC3)CC1 (stereo not drawn)	i
Cc1cnn(Cc2c(C(=O)N3C[C@@H](C(N)=O)[C@H](c4nc(C)no4)C3)noc2C)c1	5.7%
O=C(Nc1ccc2oc(-c3cc(Br)ccc3Cl)nc2c1)c1ccc2ccccc2c1	17.7%
CN(C)CCNC(=O)c1nc2nc(-c3ccccc3)c(-c3ccc(O)c(F)c3)cc2n1C	?
Cc1ccc(CNC(=O)C2CCN(c3ncnc4c3nc3n4CCCCC3)CC2)cc1	5.9%
COc1ccccc1NC(=O)N1C[C@@H]2C[C@H](C1)c1c(C3CCCCC3)ccc(=O)n1C2	i
COc1ccc2[nH]cc(CCN=C(NC(=O)c3ccccc3F)Nc3nc(C)cc(C)n3)c2c1	?
Cc1c(C)n(Cc2ccccc2)c2ccc(C(=O)NCc3ccccc3F)cc12	-11.1%
Cc1cc(C)cc(NC(=O)Cn2c(=O)n(-c3ccc(C)c(C)c3)c(=O)c3oc4ccccc4c32)c1	-5.9%
CCN(CC)CCCNC(=O)c1cn(C)c2ccc(S(=O)(=O)N3CCOCC3)cc2c1=O	56.7%[activator]
Cc1ccc(CCNC(=O)Cn2c(-c3cccs3)cc3cc(F)ccc32)cc1	?
COc1ccc(CN2C(=O)O[C@@H]3CN(Cc4cnc(C)[nH]4)C[C@@H]32)cc1OC	0.8%
O=C(NCC(c1ccco1)S(=O)(=O)c1cccs1)c1ccc(Cl)cc1 (stereo not drawn)	-23.1%
Cc1nnc(N2CCN(C(=O)Nc3cccc(C(F)(F)F)c3)CC2)c2nn(-c3ccccc3)c(C)c12	17.9%
Cn1c(=O)n(Cc2ccccc2)c(=O)c2c1nc1n2CCN1c1ccccc1	-4.2%
Cc1ccc(C(=O)NC2CCN(c3cc(-c4cccs4)[nH]n3)C2)c(C)c1 (stereo not drawn)	i
O=C(Nc1ccc(Cl)cc1)N1CCN(c2nc3ncccc3o2)CC1	?
CN(C)CCNC(=O)CN1C(=O)CCn2nc(-c3cn(C)c4ccccc34)cc21	62.0%[activator]
COc1cccc(Cc2nc3ccccc3nc2SCC(=O)N2CCCCC2C)c1 (stereo not drawn)	?
O=C(COc1ccccc1)Nc1ccc([C@@H](O)[C@H]2COCC(=O)N2CCCc2ccccc2)cc1	7.94µM*
CCCS(=O)(=O)N1C[C@@H](Oc2ccccc2)C[C@H]1C(=O)NCCOC	5.3%
CCCn1cc(S(=O)(=O)c2ccc(CC)cc2)c(=O)c2cc(F)c(N(CC)CC)cc21	?
Cc1ccc(N2CCC(NC(=O)c3ccc(C)cc3C)C2=O)cc1 (stereo not drawn)	-16.1%
CCN(CC)C1CCOC2(CCN(C(=O)c3ccncc3)CC2)C1 (stereo not drawn)	51.9%[activator]
Cc1cccc(NC(=O)Nc2ccc(C)n(CC(=O)NCc3ccccc3Cl)c2=O)c1	0.7%
C=CCn1cc(CN2CCOC(Cc3cccc(OC)c3)C2)c(C)n1 (stereo not drawn)	-24.1%
O=C(c1ccc(Cl)cc1)N1CC2(CCCN(C3COC3)C2)Cc2ccccc21 (stereo not drawn)	?
CC(C)C1=NOC2(CCN(C(=O)c3ccccc3F)C2)C1 (stereo not drawn)	14.4%[44.1 µM]
